# Compound activity deposited in PubChem BioAssay by National Center for Advancing Translational Sciences (NCATS).
# HCMV antiviral: qHTS Assay for inhibitors of the human cytomegalovirus (HCMV); HFF cells, HCMV-luciferase reporter, 72 h; active compounds read low; activity change, negative = inhibition, % at 57.5 µM; hit rate 4.5% among 410,000; AID 1259415, 2018; in the data active = activity change below about -60%; inconclusive = no clear call, values can overlap the other calls; inactive = above about -39%
#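 Human foreskin fibroblasts infected with luciferase-reporter HCMV at MOI 1 PFU/cell, compounds at two doses. Luciferase measured 72 h post infection; normalized to buffer-only basal and Salinomycin (10uM) controls.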
# HCV inhibitor: qHTS Assay for Inhibitors of Hepatitis C Virus (HCV). Huh7.5.1 HCVcc-Cre infection, luciferase reporter, 44 h. Potency, µM (titrated, usually from 41.8 µM), for the others: at the top dose activity change, negative = inhibition, actives largely listed as inhibitors. hit rate 3.4% among 340,000; note: potency is the fitted concentration of half-maximal effect
#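 HCVcc-Cre virus at an moi near 0.5 was added right after compound to cells cultured 4 h from seeding (1,000 cells/well). Luciferase activity was determined 44 h later, 15 min after substrate addition at RT.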
# FBPA Giardia inh: qHTS Assay for Inhibitors of Fructose-1,6-bisphosphate Aldolase from Giardia Lamblia; A8B2U2; purified Giardia FBPA; Potency, µM (highest dose often 59.6 µM), without a hit: top-dose activity, negative = inhibition, usual class: inhibitors; hit rate 0.71% among 290,000; AID 2451, 2010; note: potency is the fitted concentration of half-maximal effect; nearly all actives have a fitted effect of over 55% in size
# Target sequence (A8B2U2 whole entry, looked up): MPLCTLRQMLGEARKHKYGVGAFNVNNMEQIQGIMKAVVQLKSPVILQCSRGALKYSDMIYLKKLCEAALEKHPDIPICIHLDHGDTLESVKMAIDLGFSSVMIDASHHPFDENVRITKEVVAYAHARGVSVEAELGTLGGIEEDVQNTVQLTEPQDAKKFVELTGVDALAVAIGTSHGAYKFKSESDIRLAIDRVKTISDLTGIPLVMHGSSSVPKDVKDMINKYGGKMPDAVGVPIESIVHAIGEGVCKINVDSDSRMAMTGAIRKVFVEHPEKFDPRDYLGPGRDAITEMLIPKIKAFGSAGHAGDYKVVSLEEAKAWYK
#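 40 nM FBPA preincubated 10 min at RT with compound (up to 57.5 uM final), then substrate plus GAPDH/TPI/NAD/arsenate coupling and diaphorase/resazurin added. Fluorescence read after 20 min at RT, 525/598 nm.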
# Sm TGR inh: qHTS Assay for the Inhibitors of Schistosoma Mansoni Peroxiredoxins; Schistosoma mansoni thioredoxin glutathione reductase (TGR), Q962Y6; purified TGR, DTNB reduction, TNB absorbance 405 nm; Potency, µM (highest dose often 114 µM), for the others: at the highest dose activity change, negative = inhibition, usual class: inhibitors; hit rate 3% among 360,000; AID 485364, 2010; note: potency is the fitted concentration of half-maximal effect; nearly all actives have a fitted effect of over 60% in size
#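 First, TGR (20 nM dispensed) and NADPH were mixed with compound. Second, a 15 min room-temperature incubation followed. Third, further NADPH and then DTNB were added to start the reaction. Finally, TNB absorbance was monitored kinetically.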
# AMA1 RON2 block: qHTS for Inhibitors of AMA1-RON; Towards Development of Antimalarial Drug Lead: Primary Screen. Plasmodium falciparum AMA1 (3D7) - RON2 peptide interaction. AlphaScreen AMA1-biotinylated RON2 peptide binding. Potency, µM (titrated, usually from 58.2 µM), without a hit: at the top dose activity change, negative = inhibition, hits mostly inhibitors. hit rate 0.2% among 360,000. AID 720542, 2013;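 note: potency is the fitted concentration of half-maximal effect; 0% = vehicle wells and -100% = peptide control; nearly all actives have a fitted effect of over 45% in size; some results filed as inactive show a strong effect at the top dose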
#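 AMA1 (3D7) with his tag at 25 nM final met compounds first, then biotinylated RON2 peptide at 25 nM; detection used donor plus acceptor beads, 10 µg/mL apiece, read by AlphaScreen after 30 min at room temperature.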
# AmpC detergent: qHTS Inhibitors of AmpC Beta-Lactamase (assay with detergent); P00811; AmpC hydrolysis of nitrocefin, absorbance 480 nm, 0.01% Triton; hit rate 0.041% among 370,000; Potency, µM (titrated, usually from 114 µM), without a hit: at the highest dose activity change, negative = inhibition, actives largely listed as inhibitors;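 note: potency is the fitted concentration of half-maximal effect; 0% = no-compound wells and -100% = no-enzyme wells; nearly all actives have a fitted effect of over 25% in size; some results filed as inactive show a strong effect at the top dose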
# Target sequence (P00811 whole entry, looked up): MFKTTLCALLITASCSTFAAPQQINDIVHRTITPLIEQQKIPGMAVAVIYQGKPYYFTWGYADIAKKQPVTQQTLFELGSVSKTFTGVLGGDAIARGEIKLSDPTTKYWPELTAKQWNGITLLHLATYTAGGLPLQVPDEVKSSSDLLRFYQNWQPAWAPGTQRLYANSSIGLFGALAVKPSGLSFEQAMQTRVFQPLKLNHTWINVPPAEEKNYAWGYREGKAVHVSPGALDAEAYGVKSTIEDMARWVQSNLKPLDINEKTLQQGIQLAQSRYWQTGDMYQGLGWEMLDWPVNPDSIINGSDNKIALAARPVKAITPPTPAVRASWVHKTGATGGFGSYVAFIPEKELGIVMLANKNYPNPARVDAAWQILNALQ
#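 AmpC (5.3 nM in the dispensed reagent) in 20 mM phosphate pH 7.0 with 0.01% (detergent screen) or 0.0001% Triton X-100 was preincubated with compounds for 15 min at room temperature. Nitrocefin was then added from an 800 uM solution, and hydrolysis was followed at 480 nm.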
# Starred values were filed as active, the others as inactive; u = inconclusive; x = not tested or not shown; & = joins results of further samples; [ ] = remark or other dose. Unless noted, calls come from the whole dose curve; as a rule, active = well fitted curve in the direction sought with a large enough effect; inconclusive = small, poorly fitted or top-dose-only effect, or another doubt; inactive = no such curve, though single readings can be large; an effect the other way counts as inactive or inconclusive. Unless noted, % is set by controls: 0 for no effect and ±100 for the full control effect.
# Start of the listing, in advance:
SMILES,HCMV antiviral,HCV inhibitor,FBPA Giardia inh,Sm TGR inh,AMA1 RON2 block,AmpC detergent
O=C1CCCc2c1cc(C(=O)Nc1ccc(Br)cn1)c(=O)n2-c1ccccc1,35,-19%,u,18µM*,-7%,-3%
NC(N)=NN=C1c2ccccc2-c2ccccc21,6,-1%,-7%,112%[activator],-5%,0%
CCOc1cc(C(=S)N2CCOCC2)ccc1OC(=O)c1cc(OC)c(OC)c(OC)c1,-5,u,6%,-13%,-5%,6%
CCn1c(SCc2ccc(Cl)cc2)nnc1-c1ccccc1,-5,-6%,0%,-7%,-1%,3%
Cc1ccc(-c2csc(-c3c[nH]c4ccccc34)n2)c(C)c1,-23,u,-8%,22%,-20%,-10%
Cc1nn(Cc2ccccc2)c2c1C(c1cccnc1)C(C#N)=C(N)O2 (centres undefined),-25,15%,-23%,-1%,-2%,-9%
CC(C)[C@H](NC(=O)[C@@H]1Cc2c([nH]c3ccccc23)C2c3ccccc3C(=O)N21)C(=O)N1CCC[C@@H]1C(=O)O (some centres undefined),-4,8%,-2%,1%,0%,-13%
Cc1cccn2c(=O)c3cc(C(=O)NCCCn4ccnc4)n(C)c3nc12,-23,u,-3%,-10%,0%,-1%
Cc1cc(NCCc2ccc(Cl)cc2)n2ncnc2n1,-29,u,0%,42%[activator],-7%,-5%
CCc1cccc(C)c1NC(=O)c1cc(S(=O)(=O)N(Cc2ccc(C(=O)OC)cc2)Cc2ccc(OC)c(OC)c2)ccc1F,-27,x,x,1%,x,4%
CCc1ccc(N2CC(C(=O)Nc3ccc(F)cc3)CC2=O)cc1 (centres undefined),-2,-6%,-8%,-6%,1%,-3%

# Main list, from the start:
SMILES,HCMV antiviral,HCV inhibitor,FBPA Giardia inh,Sm TGR inh,AMA1 RON2 block,AmpC detergent
O=C1CCCc2c1cc(C(=O)Nc1ccc(Br)cn1)c(=O)n2-c1ccccc1,35,-19%,u,18µM*,-7%,-3%
NC(N)=NN=C1c2ccccc2-c2ccccc21,6,-1%,-7%,112%[activator],-5%,0%
CCOc1cc(C(=S)N2CCOCC2)ccc1OC(=O)c1cc(OC)c(OC)c(OC)c1,-5,u,6%,-13%,-5%,6%
CCn1c(SCc2ccc(Cl)cc2)nnc1-c1ccccc1,-5,-6%,0%,-7%,-1%,3%
Cc1ccc(-c2csc(-c3c[nH]c4ccccc34)n2)c(C)c1,-23,u,-8%,22%,-20%,-10%
Cc1nn(Cc2ccccc2)c2c1C(c1cccnc1)C(C#N)=C(N)O2 (centres undefined),-25,15%,-23%,-1%,-2%,-9%
CC(C)[C@H](NC(=O)[C@@H]1Cc2c([nH]c3ccccc23)C2c3ccccc3C(=O)N21)C(=O)N1CCC[C@@H]1C(=O)O (some centres undefined),-4,8%,-2%,1%,0%,-13%
Cc1cccn2c(=O)c3cc(C(=O)NCCCn4ccnc4)n(C)c3nc12,-23,u,-3%,-10%,0%,-1%
Cc1cc(NCCc2ccc(Cl)cc2)n2ncnc2n1,-29,u,0%,42%[activator],-7%,-5%
CCc1cccc(C)c1NC(=O)c1cc(S(=O)(=O)N(Cc2ccc(C(=O)OC)cc2)Cc2ccc(OC)c(OC)c2)ccc1F,-27,x,x,1%,x,4%
CCc1ccc(N2CC(C(=O)Nc3ccc(F)cc3)CC2=O)cc1 (centres undefined),-2,-6%,-8%,-6%,1%,-3%
COc1ccc(N2CCN(S(=O)(=O)c3ccc(C(=O)NCc4ccco4)cc3)CC2)cc1,u,2%,4%,0%,-4%,u
CCOC(=O)CSc1cc(C)c(C#N)c2nc3ccccc3n12,-15,22%,-16%,2.5µM*,6%,4%
O=C(NCc1ccc(F)cc1)c1ccc(CSCc2cccc(Cl)c2)o1,2,x,x,8%,x,0%
CC(C)(C)c1ccc(-c2nnc(SCC(=O)c3ccc4c(c3)OCCO4)o2)cc1,6,16%,x,28%,0%,-2%
O=c1[nH]c(=S)n(C2CC2)c(O)c1/C=N/Nc1cccc2ccccc12,13,-2%,u,35µM*,37%[activator],-1%
COc1ccccc1N1CCN(C(=O)c2oc3ccc(F)cc3c2C)CC1,u,-27%,5%,6%,-16%,0%
COc1ccc(NC(=O)c2ccco2)cc1NC(=O)c1cc(OC)c(OC)c(OC)c1,15,x,x,4%,x,15%
Cc1cccc(CCNC(=O)C2CCCN(S(=O)(=O)c3cccc4nsnc34)C2)c1 (centres undefined),27,-16%,-3%,2%,-10%,-2%
CCOC(=O)C(C)Oc1cccc2c(=O)n(CC(=O)Nc3ccc4c(c3)OCCO4)ccc12 (centres undefined),8,-8%,-10%,0%,-6%,-8%
O=C(Nc1cccc(OC(=O)c2cccnc2)c1)c1cccnc1,-22,u,1%,-20%,4%,-15%
CCN(CC)C(=O)Cn1c(=O)n(CCCC(=O)NCc2ccc3c(c2)OCO3)c(=O)c2sccc21,-6,1%,3%,1%,-1%,-11%
CCOC(=O)Cc1csc(SCC(=O)Nc2cccc(Cl)c2)n1,71,-7%,-1%,-2%,2%,-10%
Cc1ccc(S(=O)(=O)N2CCC(=O)N(CCOCc3ccc(C(F)(F)F)cc3)CC2)cc1,u,u,-2%&-4%,-8%,-4%,u
COc1cc(C2C(C#N)=C(N)Oc3n[nH]c(C)c32)cc2c1OCO2 (centres undefined),25,-3%,-25%,-15%,-1%,-12%
O=C(NCCc1ccccc1)C1CCC(=O)N1C1CCCC1 (centres undefined),36,u,9%,11%,9%,-2%
CCNC(=O)COC(=O)c1cc(-c2ccc(OC)cc2)nc2ccccc12,-28,1%,-1%,-2%,7%,-4%
CCOC(=O)Oc1ccc2oc(C)c(C(=O)OCCOC)c2c1,6,-6%,x,10%,-14%,-13%
CCCS(=O)(=O)C(=C(Nc1ccc(OC)cc1)Nc1ccc(OC)cc1)S(=O)(=O)CCC,-1,-14%,18%,-24%,-6%,0%
Nc1cc(N)cc(C(=O)Nc2ccc3c(c2)C(=O)NC3=O)c1,43,5%,-5%,13%,16%,1%
COc1ccc2oc(=O)c(C(=O)N3c4ccccc4CC3C)cc2c1 (centres undefined),-31,3%,7%,-8%,-4%,u
Cc1nnc(SCC(=O)N2CCCC(C(=O)c3ccc(Cl)cc3)C2)o1 (centres undefined),36,1%,10%,-5%,1%,-13%
COc1ccc(OC)c(NC(=O)CC(Cc2ccccc2OC)C(=O)O)c1 (centres undefined),-4,22%,-2%,-19%,5%,4%
Cn1cnc(S(=O)(=O)N2CCC(C(=O)N3CCN(c4ccc(Cl)cc4)CC3)CC2)c1,-14,x,x,-9%,x,-1%
CCOC(=O)C1=C(C)OC(N)=C(C#N)C1c1cccs1 (centres undefined),-12,4%,-21%,u,-9%,2%
Cc1cc(C)cc(NC(=O)C2CCCN2C(=O)NC2CCCCC2)c1 (centres undefined),-37,-10%,4%,4%,0%,1%
COc1ccccc1N1CCN(CCCCOc2ccc(F)cc2)CC1,28,u,-14%,-10%,0%,-7%
O=C(c1cc2ccccc2[nH]1)N1CCOCC1,77,3%,7%,0%,13%,u
CCC12CN(C(=O)c3ccc(OC)cc3)CC(CC)(CN(C(=O)c3ccc(OC)cc3)C1)C2=O,9,-18%,-5%,-28%,6%,-16%
N#CN=C1SCCS1,-28,16%,6%,1%,6%,-12%
CNS(=O)(=O)c1cccc(C(=O)OCC(=O)N2CC(C)OC(C)C2)c1 (centres undefined),-37,16%,-1%,3%,-3%,-8%
O=C(NC1CCCC1)c1cc(Nc2cccc(C(F)(F)F)c2)nc2ccccc12,-5,x,x,2%,x,-5%
O=C(Cc1ccc(N2CCNC2=O)cc1)N1CCCC(Nc2ccc(F)c(F)c2)C1 (centres undefined),-61*,u,x,4%,-5%,4%
CCN(Cc1ccccc1)S(=O)(=O)CCNC(=O)c1ccc(OC)cc1,-21,-9%[8.37 µM],x,-3%,-4%,-14%
Cc1csc2nc(O)c(C(=O)NC3CCCCCC3)c(=O)n12,u,u,x,3%,40%[activator],-15%
COCCN(CC1CCCN(C2Cc3ccccc3C2)C1)C(=O)c1cccs1 (centres undefined),42,-11%,-5%,u,-3%,-1%
COC(=O)c1ccccc1SC1CC(=O)N(c2cccc(C)c2)C1=O (centres undefined),-14,4%,-1%,50µM*,u,-11%
COc1ccc(S(=O)(=O)N(C)C[C@H]2Oc3ccc(NS(=O)(=O)c4cccs4)cc3C(=O)N([C@H](C)CO)C[C@@H]2C)cc1,-9,5%,x,x,4%,x
Cc1ccc(NC(=O)CN(C)C(=O)CSc2nnc(N)s2)cc1,46,0%,x,-2%,-2%,u
CCOc1ccc(NC(=O)CN(C)Cc2ccc3c(c2)OCO3)cc1S(=O)(=O)N1CCCC1,-6,u,x,-5%,-3%,-22%
CC(C)=CCc1c(O)cc2oc3c(CC=C(C)C)c(O)c(O)c(CC=C(C)C)c3c(=O)c2c1O,-101*,u,u,-16%,61%[activator],6%
CCOC(=O)N1CCN(CC(O)COCc2cc(OC)c(OC)c(OC)c2)CC1 (centres undefined),0,5%,0%,0%,-22%,1%
COc1ccc(OC)c(-c2c(C#N)c(N)nc3c2c(=O)nc2sccn23)c1,25,25%,4%,-4%,5%,9%
O=C(CN1CCN(S(=O)(=O)c2ccc3ccccc3c2)CC1)Nc1ccc(N2CCOCC2)cc1,-20,-7%,2%,1%,0%,-1%
O=C(O)CNC(=S)N(Cc1cccs1)C1CCCCC1,17,-6%,0%,1%,-3%,-5%
CCN(CC)S(=O)(=O)c1ccc(Cl)c(NC(=O)CCCCl)c1,-31,1%,u,1%,-5%,5%
Cc1ccc(C(=O)C(C)OC(=O)C2CC(=O)N(C3CCCCC3)C2)cc1 (centres undefined),-5,6%,5%,-19%,-7%,-12%
OCc1cn(-c2ccccc2)nc1-c1ccc(Br)cc1,46,2%,-1%,14%,5%,-15%
CCOC(=O)C1(CCOc2ccccc2)CCN(Cc2ccc(C)s2)CC1,-82*,u,1%,x,2%,-10%
CCc1ccc(-c2nn(-c3cc(Cl)ccc3[N+](=O)[O-])c(=O)c3ccccc23)cc1,35,-4%,0%,1%,-1%,-8%
